Screens as filed in PubChem.
TRPC6 inhibitor – mouse TRPC6 channel inhibitors, primary screen, cell-based, HEK293, membrane potential dye; Short transient receptor potential channel 6 (Mus musculus), Q61143; ACh-evoked depolarization; stronger effect = lower value; B-score at 10 µM; actives 1.1% (n = 310,000);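 active = B-score under library mean minus 3 SD, initial fluorescence not abnormally high, positive integrated signal ratio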;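 note: B-score derived from integrated fluorescence ratio over the kinetic read; more negative B-score means stronger inhibition of depolarization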
Target sequence (Q61143 whole entry, looked up): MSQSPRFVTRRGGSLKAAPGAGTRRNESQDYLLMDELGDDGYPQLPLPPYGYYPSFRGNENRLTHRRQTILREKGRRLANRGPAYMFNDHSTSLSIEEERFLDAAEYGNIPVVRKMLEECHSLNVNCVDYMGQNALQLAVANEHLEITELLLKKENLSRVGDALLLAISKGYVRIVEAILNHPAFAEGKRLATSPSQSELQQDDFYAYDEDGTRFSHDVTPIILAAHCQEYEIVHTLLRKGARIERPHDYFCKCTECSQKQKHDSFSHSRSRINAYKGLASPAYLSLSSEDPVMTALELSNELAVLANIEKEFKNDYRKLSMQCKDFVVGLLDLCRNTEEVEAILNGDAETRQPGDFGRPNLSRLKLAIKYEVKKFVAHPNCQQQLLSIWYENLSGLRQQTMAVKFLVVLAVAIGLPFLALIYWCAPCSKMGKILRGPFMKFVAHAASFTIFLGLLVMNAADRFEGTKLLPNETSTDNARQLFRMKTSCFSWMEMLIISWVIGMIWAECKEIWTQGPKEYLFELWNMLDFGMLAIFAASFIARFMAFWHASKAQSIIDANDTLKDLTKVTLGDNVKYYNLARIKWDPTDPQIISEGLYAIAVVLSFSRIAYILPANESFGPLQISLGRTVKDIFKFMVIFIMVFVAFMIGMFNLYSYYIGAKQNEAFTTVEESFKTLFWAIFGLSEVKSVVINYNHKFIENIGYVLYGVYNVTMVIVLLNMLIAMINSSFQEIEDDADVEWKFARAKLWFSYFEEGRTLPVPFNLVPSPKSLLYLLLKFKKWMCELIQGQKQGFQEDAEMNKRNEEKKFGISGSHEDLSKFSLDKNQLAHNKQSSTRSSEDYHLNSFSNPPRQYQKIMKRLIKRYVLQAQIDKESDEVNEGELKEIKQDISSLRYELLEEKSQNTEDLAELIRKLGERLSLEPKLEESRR
TRPC4 inh – inhibitors of mouse TRPC4 channel, primary screen, Fluo4 calcium, HEK293 TRPC4beta/mu-opioid cells; DAMGO-evoked Fluo4 calcium flux; stronger effect = lower value; actives 0.39% (n = 300,000); B-score at 10 µM;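 active = B-score over 3 SD under the library average, no early fluorescence shift, positive overall ratio signal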
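Material: HEK293 cells with stable TRPC4beta plus mu-opioid receptor expression; probe or stimulus: DAMGO in two steps, submaximal then maximal; technique: Fluo4 calcium fluorescence by kinetic imaging, 5 s 1 Hz baseline; measure: integrated fluorescence ratio relative to baseline, converted to per-well B score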
KLF5 inh – KLF5 expression inhibitors, primary screen, DLD-1 cells, luminescence | DLD-1 KLF5 promoter-luciferase reporter | inhibition, % at 5 µM | actives 0.23% (n = 290,000);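 active = inhibition above a per-plate limit of that plate's mean compound inhibition plus 3 SD, cut at about 60% in these data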;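 note: 0% = DMSO wells and 100% = LY294002 at 200 µM; higher means less KLF5 promoter-driven luciferase light; inactives centre near -14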
aSyn UTR inh – MLPCN primary screen, SNCA 5' untranslated region; actives 0.82% (n = 300,000); inhibition, % (tested at 7.5 µM); AID 1813, 2009; alpha-synuclein 5'UTR reporter, inhibitor activity; in the data active = inhibition above about 60%;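 note: H4 neuroglioblastoma cells stably carrying SNCA 5'UTR luciferase fusion; 0% = DMSO wells and 100% = positive control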
TRPC4 potent – positive allosteric modulators of TRPC4, primary screen, cell-based, mouse TRPC4beta, HEK293 mu-opioid, Fluo-4 calcium. AID 2227, 2009. actives 0.42% (n = 310,000). B-score at 10 µM. DAMGO EC20, Fluo-4 Ca2+ flux; stronger effect = higher value;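 active = B-score of calcium response area above 5 SD of library B-scores, with initial fluorescence ratio within 5 SD of library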;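 note: B-score of integrated fluorescence ratio over time as area under calcium response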
HIF act – HIF pathway transcriptional activators, primary screen, cell-based, U2OS HRE-luciferase, luminescence; U2OS HRE-luciferase reporter; normalized: DMSO 0%, desferrioxamine 100%; activation, % at 7.5 µM (by protocol); actives 0.32% (n = 300,000); AID 1910, 2009;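 active = mean activation of at least 10% of the iron chelator positive control signal, with at least half of replicates also reaching 10%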
TRPC4 agonist – activators of mouse TRPC4 channel, primary screen, Fluo4 calcium, HEK293 TRPC4beta/mu-opioid cells; Short transient receptor potential channel 4 (Mus musculus), Q9QUQ5; Fluo4 calcium fluorescence; stronger effect = higher value; B-score at 10 µM; actives 0.49% (n = 310,000);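 active = B-score above 5 SD of library B-scores, and initial fluorescence ratio not above library mean plus 5 SD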;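 note: positive B-score marks a calcium rise read as TRPC4 activation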
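Technique: kinetic Fluo4 calcium fluorescence; Test system: TRPC4beta and mu-opioid receptor HEK293 stable cells; Measure: B-scored integrated calcium fluorescence ratio; Benchmarks: low control buffer alone, high control maximal DAMGO; Schedule: 45 min room-temperature Fluo4 loading, 110 s read.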
TRPC6 activator – mouse TRPC6 channel activators, primary screen, cell-based, HEK293, membrane potential dye | Short transient receptor potential channel 6 (Mus musculus), Q61143 | HEK293-TRPC6 membrane potential dye fluorescence; stronger effect = higher value | B-score at 10 µM | actives 0.13% (n = 310,000) | AID 2550, 2010;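 active = B-score of the integrated fluorescence ratio above library mean plus 3 SD, and starting fluorescence ratio within library mean plus 5 SD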;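 note: higher score means more depolarization so channel activation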
MrgX1 antagonist – antagonists of human MrgX1 receptor, primary screen, HEK293 cells, Fluo-4 calcium flux; Mas-related G-protein coupled receptor member X1 (Homo sapiens), Q96LB2; B-score at 10 µM; BAM8-22 antagonism; stronger effect = lower value; actives 1.3% (n = 310,000);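 active = calcium-response B-score plate-corrected more than 3 library SD below zero, starting fluorescence within 5 deviations, no agonist response on first addition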;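 note: peak minus trough fluorescence over baseline after final BAM8-22 challenge near maximal dose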
IEC-6 cytotox – cytotoxicity in IEC-6 intestinal epithelial cells, primary screen, cytotoxicity control for KLF5 inhibitor project, cell-based, luminescence; IEC-6 cytotoxicity, luminescence viability; inhibition, % at 5 µM; actives 0.78% (n = 290,000); AID 1825, 2009; in the data active = inhibition above about 22%;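 note: 0% = plate median of test compound wells and 100% = cytotoxic reference compound wells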
SKKanGAS inh – S. pyogenes SKKanGAS growth inhibitors in kanamycin, primary screen, streptokinase expression inhibitor project, SKKanGAS strain, BacTiter-Glo luminescence; actives 1.3% (n = 300,000); 6 h; AID 1662, 2009; inhibition, % at 7.5 µM;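 active = mean replicate score, as percent of positive control median, at least 50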;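 note: strain carries kanamycin resistance gene driven by streptokinase promoter and grows in 40 µg/ml kanamycin; loss of luminescence reflects streptokinase promoter inhibition or plain growth inhibition; 0% = median of DMSO wells and 100% = positive control at its reference dose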
Active calls of the source: *; i = inactive; / = not tested or not shown.

SMILES	TRPC6 inhibitor	TRPC4 inh	KLF5 inh	aSyn UTR inh	TRPC4 potent	HIF act	TRPC4 agonist	TRPC6 activator	MrgX1 antagonist	IEC-6 cytotox	SKKanGAS inh
O=C(COc1nncc2ccccc12)Nc1ccc(Br)cc1F	i	i	-22.7	-10.7	i	1.2	i	i	i	3.4	0.1
Cc1ccc(C(=O)OCC(=O)Nc2nc(-c3ccccc3)cs2)cc1NC(=O)c1ccco1	i	i	-15.5	-60.6	i	0.5	i	i	i	6.5	15.6
CC(C)CCN1CCNC(=O)C1CC(=O)N(C)CCCN1CCOCC1 (stereo unspecified)	i	i	-13.8	18.0	i	-0.4	i	i	i	1.2	0.8
COc1ccc(C2CC(=O)c3cnc(Nc4cc(C)cc(C)c4)nc3C2)cc1 (stereo unspecified)	i	i	8.7	-11.2	i	-0.2	i	i	i	-0.8	2.2
CCn1cnc2cc(NC(=O)c3ccc(C)cc3)ccc21	i	i	-185.7	-105.5	i	1.8	i	i	i	-0.7	5.3
Cc1scc(C(=O)NNC(=S)NCC(C)C)c1C	i	i	-45.5	2.1	i	0.8	i	i	i	0.1	-0.4
CC12CN3CC(C)(CN(C1)C3c1ccc(Cl)cc1)C2 (stereo unspecified)	i	i	5.0	-15.4	i	-1.8	i	i	i	2.1	-0.2
O=[N+]([O-])c1ccc(Sc2nnnn2-c2ccccc2)nc1	i	i	-2.6	-19.7	i	0.6	i	i	/	37.5*	-5.6
Cc1nn(C)c(C)c1/C=N/N=C1\CCC2C3CCc4cc(O)ccc4C3CCC12C (stereo unspecified)	i	i	-13.6	10.6	i	-0.9	i	i	-5.64*	0.6	23.4
C=CCn1c(CCNC(=O)c2cccs2)nnc1SCC(=O)Nc1cccc(C(C)=O)c1	i	i	-25.9	-5.1	i	0.0	i	i	i	0.3	0.7
COc1ccc(C(C)=O)cc1CSc1ncccn1	i	i	-9.8	-4.4	i	-0.2	i	i	i	1.0	5.8
Cc1cc(C)c(C(=O)CC(=O)c2ccccc2Cl)c(O)c1	i	i	-24.7	-29.1	i	-0.4	i	i	i	-2.4	83.4*
O=C(c1ccc(O)cc1)c1ccc(O)cc1O	i	i	-51.1	-23.1	i	0.4	i	i	i	-4.2	7.3
CSc1nnc(Cc2cc(=O)[nH]c(=O)[nH]2)n1-c1cc(C)ccc1C	i	i	-8.6	9.5	i	0.1	i	i	i	-1.8	0.7
CN(CC(=O)NC1CCN(Cc2ccccc2)CC1)S(=O)(=O)c1ccc2c(c1)c(=O)n(C)c(=O)n2C	-6.05*	i	-48.0	3.1	i	-0.4	i	i	i	2.1	-1.6
CC1CCC(NC(=O)CCS(=O)(=O)c2ccc3c(c2)NC(=O)CS3)CC1 (stereo unspecified)	i	i	-9.8	15.1	i	/	i	i	i	-1.3	-12.9
O=C(O)Cn1c(SCCOc2ccccc2)nc2ccccc21	i	i	-22.8	20.6	i	-0.1	i	i	i	-4.1	-1.8
O=C(Cn1nc(C(F)F)cc1C1CC1)NCCC1=CCCCC1	i	i	-13.9	4.2	i	0.2	i	i	i	-7.3	-3.2
O=C(COC(=O)Cc1ccsc1)NCc1ccc(Cl)cc1	i	i	13.3	4.9	i	-0.5	i	i	i	-2.3	-1.5
COc1ccc2c(c1)cc(C(=O)N[C@H](C(=O)N1CCC(C(=O)O)CC1)C(C)C)n2C	i	i	2.5	-10.1	i	-0.7	i	i	i	7.7	4.6
CC(=O)c1cc(C#N)c(NCc2cc(-c3ccccc3)no2)nc1C	i	i	-0.1	-39.9	i	0.1	i	i	i	-4.0	5.5
CCc1ccc[n+](-c2nc([O-])sc2C=O)c1	i	i	-14.0	2.6	i	-0.3	i	i	i	-4.5	2.7
CSc1nc(-c2ccccc2)cc(C)c1C#N	i	i	-7.7	8.3	i	0.0	i	i	i	9.2	-0.7
COc1ccc(NC(=O)NC2CCN(C(C)C)CC2)c(OC)c1	i	i	-14.8	-4.8	i	-0.2	i	i	i	7.7	1.3
CCn1c(=O)cc(N2CCCCC2)[nH]c1=O	i	i	-18.6	-1.8	i	0.3	i	i	i	5.1	2.6
CCC(=O)N1c2ccc(S(=O)(=O)NCCc3ccccc3)cc2CC1C (stereo unspecified)	i	i	-17.1	-14.2	i	-0.5	i	i	i	-1.7	6.1
O=C(Nc1ccccn1)c1sc2cccc(F)c2c1Cl	i	i	5.9	/	i	/	i	i	i	9.4	/
CCn1c(C)nc([N+](=O)[O-])c1Sc1ccc(F)cc1	i	i	-17.2	7.5	i	0.2	i	i	i	7.8	-7.7
Cc1ccc(-n2c(-c3cccc(C)c3)n[nH]c2=S)cc1	-17.6*	i	-27.8	30.6	i	-0.7	i	i	i	-0.4	-2.2
CCN1CCN(C(=O)CSc2nc(N)cc(N)n2)CC1	i	i	-18.1	-2.0	i	0.1	i	i	i	1.6	1.0

A few values from the entries so far.
Reading for COc1ccc2c(c1)cc(C(=O)N[C@H](C(=O)N1CCC(C(=O)O)CC1)C(C)C)n2C in aSyn UTR inh: -10.1
Reading for O=C(Cn1nc(C(F)F)cc1C1CC1)NCCC1=CCCCC1 in SKKanGAS inh: -3.2

The list goes on:
SMILES	TRPC6 inhibitor	TRPC4 inh	KLF5 inh	aSyn UTR inh	TRPC4 potent	HIF act	TRPC4 agonist	TRPC6 activator	MrgX1 antagonist	IEC-6 cytotox	SKKanGAS inh
Cc1ccc(S(=O)(=O)N2CCN(C(=O)c3c(-c4ccccc4)noc3C)CC2)cc1	i	i	-42.1	2.0	i	-0.1	i	i	i	-2.1	2.0
Cc1ccc(N2C(=O)CC(N3CCc4ccccc43)C2=O)cc1Cl (stereo unspecified)	i	i	-24.0	-6.8	i	0.0	i	i	i	0.2	-1.9
c1cc(-n2cnnn2)ccc1NC1=NCCC1	i	i	-41.0	8.3	i	0.0	i	i	-5.5*	4.2	-3.2
COc1ccc(N2CCN(c3oc(-c4ccc(OC)c(OC)c4)nc3C#N)CC2)cc1	i	i	4.4	9.8	i	0.0	i	i	i	-4.0	18.7
COC(=O)c1sc2cc(C(F)(F)F)cnc2c1-c1ccccn1	i	i	17.0	5.6	i	0.8	i	i	i	4.8	-23.9
COc1ccc(/C=C(/NC(=O)c2ccccc2OC)C(=O)Nc2ccc(C(=O)O)cc2)cc1	i	i	-1.6	7.0	i	-0.2	i	i	i	1.5	13.3
Cc1cc(C(=O)CSc2nc3ccccc3c(=O)[nH]2)c(C)n1CC1CCCO1 (stereo unspecified)	i	i	-111.1	-114.9	i	3.8	i	i	i	4.1	-2.0
Cc1cc([N+](=O)[O-])nn1CC(=O)Nc1ccccn1	i	i	-3.8	5.5	i	0.0	i	i	i	-2.8	-15.2
Cc1cc(C)nc(SCCS(=O)(=O)Cc2ccccc2)n1	i	i	-4.7	-0.8	i	-0.3	i	i	i	-3.3	1.4
Cc1ccc(NC(=O)Nc2nc3ccccc3s2)cc1NC(=O)Nc1nc2ccccc2s1	i	i	-15.4	4.1	i	1.3	i	i	i	0.2	75.8*
O=C(COc1ccc([N+](=O)[O-])cc1Cl)NCC1CCCO1 (stereo unspecified)	i	i	-9.5	-10.4	i	0.3	i	i	i	1.7	-0.9
O=C(Nc1ncccn1)c1ccc([N+](=O)[O-])cc1	i	i	1.1	-1.0	i	-0.3	i	i	i	-11.6	2.6
CCc1cccc2cc3c(N)c(C(=O)Nc4ccc(S(=O)(=O)N5CCCC5)cc4)sc3nc12	i	i	-5.7	42.8	i	0.0	i	i	-9.7*	0.6	6.5
CCOc1ccc(-c2csc(NC(=O)c3ccc(S(=O)(=O)N4CCc5ccccc5C4)cc3)n2)cc1	i	i	-18.9	-58.6	i	-31.6	i	i	i	-6.8	4.0
CC1CN(c2nc3c(c(=O)n(C)c(=O)n3C)n2Cc2c(Cl)cccc2Cl)CC(C)O1 (stereo unspecified)	i	i	/	-53.3	i	0.0	i	i	i	/	-2.3
Cc1csc(NC(=O)CSc2ncn(-c3ccccc3)n2)n1	i	i	-16.5	0.6	i	0.1	i	i	i	1.4	-1.2
Cc1ccc(OCC(=O)NCCCNC(=O)c2ccccn2)cc1	i	i	0.6	-17.0	i	3.3	i	i	i	-7.9	-11.5
CC(C)C(C(=O)NCc1ccco1)N(C(=O)CNS(=O)(=O)c1ccc(Cl)cc1)C1CCCC1 (stereo unspecified)	i	i	-8.7	0.9	i	-0.4	i	i	i	4.7	-4.4
CCN1C(=O)CC(NCc2ccc(S(N)(=O)=O)cc2)C1=O (stereo unspecified)	i	i	8.0	12.5	i	-0.4	i	i	i	-0.8	-2.9
Cc1ccc(-c2cc(C(=O)NCc3ccco3)c3ccccc3n2)o1	i	i	1.0	-17.7	i	-0.3	i	i	i	-5.2	4.7
O=C(CCn1c(=O)c2ccccc2n(Cc2ccccc2)c1=O)NCc1ccc2c(c1)OCO2	i	i	-10.4	9.4	i	0.7	i	i	i	1.2	-1.8
CC(C)c1ccc(OCc2nc(-c3ccccn3)no2)c(Br)c1	i	i	-115.6	-67.5	i	-15.7	i	i	i	-8.6	9.7
Cc1onc(-c2c(Cl)cccc2Cl)c1NC(=O)NNc1ccccn1	i	i	-22.0	-29.4	i	0.2	i	i	i	0.1	-0.5
CCOc1ccc(-n2c(SCC(=O)NCc3ccco3)nnc2-c2c[nH]c3ccccc23)cc1	i	i	-24.9	23.5	i	-0.1	i	i	i	-2.7	5.4
O=C(NC(Cc1c[nH]c2ccccc12)C(=O)O)c1ccc(Br)cc1 (stereo unspecified)	i	i	-12.3	-3.9	i	-0.5	i	i	i	7.3	-6.4
CC1(C)NC(=O)N(CC(=O)O)C1=O	i	i	2.0	-8.2	i	-0.5	i	i	i	-3.4	2.2
CN(C)/C=C/C(=O)c1cnc2sccn2c1=O	i	i	-7.3	-21.3	i	-0.3	i	i	i	-2.2	4.2
Cc1cccc(C)c1OCc1cc(C(=O)N(Cc2nccn2C)C(C)C)no1	i	i	-18.0	0.5	i	0.4	i	i	i	-6.2	-3.1
